Bioassay records from PubChem.
Htt clearance: clearance of mutant huntingtin inclusions, primary screen, imaging, HeLa Exon1htt(103Q)mCFP, confocal imaging. 47,000 compounds, 0.42% hits. inhibition, % at 1.5 µM. AID 853, 2007. aggregate imaging; zero = plate's median compound well;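 active means inhibition of aggregate fluorescence above about 70%, also judged a hit by eye on the cell image, limit read from the data, passing the limit was not always enough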;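 further: cells exposed to compound for three days before fixation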
Htt clearance grain fraction: recorded beside Htt clearance, whose call it bears; fraction fluorescence in grains; measured here: aggregate grain fluorescence fraction; active compounds read low;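 scaled fraction of total cell fluorescence in grains with unit not stated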
An asterisk follows results filed as active. The list is partial; the hit share may differ from the screen's.

SMILES	Htt clearance	Htt clearance grain fraction
C=CCC(NCCCO)c1cccc(OC)c1OC (configuration not stated)	-10	33
Cc1nc2ncnn2c(C)c1CCC(=O)N1CCOCC1	-17	40
COC(=O)C1=C(C)Nc2ncnn2C1c1ccc(OC(=O)c2ccccc2)cc1 (configuration not stated)	41	21
Cc1cc(C)n(CC(O)Cn2c3ccc(Cl)cc3c3cc(Cl)ccc32)c(=O)n1 (configuration not stated)	-13	22
COc1cccc(C(=O)N(Cc2ccccc2)Cc2cc3cc4c(cc3[nH]c2=O)OCCO4)c1	3	36
Cc1cc(NC(=O)c2ccccc2Cl)c(C(C)C)cc1O	-28	40
Nc1nc2ccc(C(=O)NC3CCCCC3)cc2s1	12	29
Cc1c(Nc2ncnc3c2cnn3-c2ccccc2)c(=O)n(-c2ccccc2)n1C	40	10
Cn1c(=O)cc(OCCCC(=O)N2CCN(c3ccccn3)CC2)c2ccccc21	-15	51
N#Cc1c(-c2ccc(F)cc2)nc2n(c1=O)CCS2	28	14
CCOC(=O)Cc1c(C)c2c(C)nn(-c3ccccc3)c2oc1=O	0	18
COCCNC(=O)C(c1ccc(C)o1)N(C(=O)c1snc(C(N)=O)c1N)c1ccc(C)cc1 (configuration not stated)	32	14
CSCCC(NC(=O)c1occc1C)C(=O)O (configuration not stated)	-52	29
Cc1cc(C)nc(N(C#N)Cc2ccccc2)n1	-27	21
Cc1cc(Oc2ccc(C#N)cc2)nc(N2CCOCC2)n1	-26	50
Cc1ccc(-n2[nH]c(C)c(/C=N/n3c(C)nc4ccccc4c3=O)c2=O)cc1	39	23
CC1CN(C2CCN(S(=O)(=O)c3ccc4ccccc4c3)CC2)CC(C)O1 (configuration not stated)	-25	53
CC(=O)NC1(c2nnnn2CCOC(=O)Nc2ccc(Cl)cc2)CCCCC1	-41	26
COc1ccc(N2C(=O)C3CCCN3C2c2ccccc2OC)cc1 (configuration not stated)	25	31
Cc1cc(NCCCn2ccnc2)n2c(nc3ccccc32)c1C#N	-27	26
COC(=O)c1ccc(C(=O)OC)c(NC(=O)CSc2ccccn2)c1	-1	32
Cc1ccc(S(=O)(=O)N2CCC(C(=O)OC(C)C(=O)NCc3ccc4c(c3)OCO4)CC2)cc1 (configuration not stated)	8	19
Cc1ccc(C(=O)Nc2oc(-c3ccccc3)cc2C#N)cc1	3	23
COc1cc2nc(N3CCNCC3)nc(N)c2cc1OC	-19	19
CCOC(=O)c1cccc(NC(=O)CN2CCN(c3ccc(OC)cc3)CC2)c1	17	17

Additional compounds:
SMILES	Htt clearance	Htt clearance grain fraction
COc1ccccc1C(=O)Nc1ccc(Oc2ncnc3sc(-c4ccccc4)cc23)cc1	-9	45
Nc1ccc2nc(-c3cccs3)[nH]c2c1	-1	21
O=C(O)C1CCCN1C(=O)Oc1ccccc1 (configuration not stated)	33	29
Cc1ccc2c(c1)C(C)CC(C)(C)N2C(=O)NC1CCCCC1 (configuration not stated)	16	36
COc1ccc(CCN2C(=O)C(O)=C(C(C)=O)C2c2ccccc2OC)cc1OC (configuration not stated)	0	32
O=C1CCCC2=C1C(c1ccc(Br)cc1)c1c([nH]c(=S)[nH]c1=O)N2 (configuration not stated)	-15	25
C=CCOc1ccc(/C=N/n2cncn2)cc1OC	16	15
Cc1cc(C(=O)CN2C(=O)CCC2=O)c(C)n1Cc1ccccc1	-16	42
CCc1ccccc1N(C(=O)Cn1nnc2ccccc21)C(C(=O)NCCOC)c1ccco1 (configuration not stated)	8	31
COCCNC(=O)CN1CCC(NC(=O)Nc2ccc(C(F)(F)F)cc2)CC1	47	9.4
CCc1ccc(OCc2nnc(SCC(=O)NCc3ccco3)o2)cc1	-35	49
OC(CN1CCOCC1)CN(c1ccccc1)c1ccccc1 (configuration not stated)	13	29
COc1ccc(-n2c(SCCC#N)nnc2-c2cc(Cl)ccc2OC)cc1Cl	-16	36
Clc1ccccc1OCCCCn1ccnc1	-16	19
Brc1ccc(-c2csc(N3CCC(c4ccccc4)C3)n2)cc1 (configuration not stated)	-63	63
CCOc1ccccc1CNC(=O)c1cc2oc3ccccc3c2n1C	-30	28
O=C(NCC(=O)N(Cc1ccco1)C(C(=O)NC1CCCC1)c1cccnc1)c1cccs1 (configuration not stated)	-51	55
CC(=O)NC1Sc2ccccc2N=C1c1ccccc1 (configuration not stated)	-37	51
CCCSc1nc(C)c(CC(=O)OCC)c(=O)[nH]1	0	43
Cc1cccc(NC(=S)NCc2ccccn2)c1	-19	26
COc1cccc(CNC(=O)N[C@@H](CC(C)C)C(=O)O)c1	7	15
Cc1cc(=O)oc(C)c1C(=O)N1CCN(Cc2ccc3c(c2)OCO3)CC1	-295	169
Cc1cc(OCC(F)(F)C(F)(F)C(F)(F)C(F)F)nc(N)n1	15	34
O=C(c1ccc(S(=O)(=O)N2CCCCC2)cc1)N1CCN(Cc2ccc3c(c2)OCO3)CC1	17	31
CCC1(c2ccccc2)NC(=O)N(CC(=O)Nc2ccc3c(c2)OCO3)C1=O (configuration not stated)	13	25

Among those listed so far, these contain a Cl atom.
SMILES	Htt clearance	Htt clearance grain fraction
Cc1cc(C)n(CC(O)Cn2c3ccc(Cl)cc3c3cc(Cl)ccc32)c(=O)n1 (configuration not stated)	-13	22
Cc1cc(NC(=O)c2ccccc2Cl)c(C(C)C)cc1O	-28	40
CC(=O)NC1(c2nnnn2CCOC(=O)Nc2ccc(Cl)cc2)CCCCC1	-41	26
COc1ccc(-n2c(SCCC#N)nnc2-c2cc(Cl)ccc2OC)cc1Cl	-16	36
Clc1ccccc1OCCCCn1ccnc1	-16	19

In another format: results already given.
Structure,Htt clearance,Htt clearance grain fraction
OC(CN1CCOCC1)CN(c1ccccc1)c1ccccc1 (configuration not stated),13,29
COc1ccc(-n2c(SCCC#N)nnc2-c2cc(Cl)ccc2OC)cc1Cl,-16,36
Clc1ccccc1OCCCCn1ccnc1,-16,19
Brc1ccc(-c2csc(N3CCC(c4ccccc4)C3)n2)cc1 (configuration not stated),-63,63

Other results:
SMILES	Htt clearance	Htt clearance grain fraction
Fc1ccc(NCc2nnc(SCc3nnc(-c4ccccc4)o3)n2Cc2ccccc2)cc1	0	21
COc1ccc(S(=O)(=O)N[C@H](C(=O)N2CC[C@@]3(O)CCCC[C@H]3C2)c2ccccc2)cc1	-34	46
O=C(Cn1c(C(F)(F)F)nc2ccccc21)NCCN1CCCC1	23	14
Oc1ccccc1C1=Nc2ccccc2N=C(c2cccs2)C1	24	30
CCOC(=O)C(C)Oc1cccc2c(=O)n(CC(=O)N3CCc4ccccc43)ccc12 (configuration not stated)	-33	45
Cc1ccc(C(=O)Nc2ccc(Cl)cn2)cc1S(=O)(=O)N1CCOCC1	53	9.1
C=C1C(C(=O)N2CCN(C)CC2)C1C(=O)N1CCN(C)CC1 (configuration not stated)	1	38
Cc1nc(-c2coc3cc(OCC(=O)O)ccc3c2=O)cs1	17	29
COc1ccc(NC(=O)COC(=O)CCCc2c[nH]c3ccccc23)cc1OC	32	27
COc1ccc(C)c2sc(N3CCCC3)nc12	-11	48
CCSc1nnc(NC(=O)CCc2ccccc2)s1	-10	39
O=C(NCc1ccncc1)Nc1cccc(Cl)c1	15	28
CCOC(=O)c1cc2c(n(-c3ccc(C)cc3)c1=O)CCCC2=O	-2	35
FC(F)(F)c1cnc(Oc2ccccc2-c2nnc(-c3ccc(Cl)cc3)o2)c(Cl)c1	4	36
CCN(CC)C(=O)Sc1cccc2cccnc12	-65	50
CC1CCN(CC(O)COC2CCC(C(C)(C)C)CC2)CC1 (configuration not stated)	-45	30
O=C(NCC1CCCO1)c1ccc(NC(=O)C2CCCCC2C(=O)O)cc1 (configuration not stated)	-80	34
N#CCCN1CCN(C(=S)c2ccc(-c3cc(Cl)ccc3Cl)o2)CC1	-11	43
Cc1cc(C)c(C#N)c(SCC(=O)Nc2ccc3c(c2)OCO3)n1	15	36
COc1ccc(C(C)N2CC34C=CC(O3)C(C(=O)O)C4C2=O)cc1 (configuration not stated)	24	15
CCc1ccccc1NC(=O)Cn1nnc(-c2cccs2)n1	-32	45
O=S(=O)(NCc1cccnc1)c1ccc(Cl)c(Cl)c1	-9	48
O=C(Nc1ccc2c(c1)OCO2)[C@@H]1[C@@H]2C(=O)N(C3CCCCC3)C(=O)[C@@H]2C2c3ccccc3C=CN21 (some centres not stated)	12	30
Cc1cc(O)c(C(C)C)cc1N=C1CSC(=O)N1	-22	41
CCOC(=O)c1[nH]c2cc(OC)c(OC)cc2c1NC(=O)CN(C)C1CCCCC1	0	21

Compound profiles (already shown). Order of values: Htt clearance, Htt clearance grain fraction
CCOC(=O)c1cc2c(n(-c3ccc(C)cc3)c1=O)CCCC2=O reads -2, 35
Cc1cc(C)c(C#N)c(SCC(=O)Nc2ccc3c(c2)OCO3)n1 reads 15, 36

Next part
SMILES	Htt clearance	Htt clearance grain fraction
COc1ccc(CCNC(=O)c2nc3ncccn3n2)cc1OC	-4	21
CC(=O)Nc1ccc(NC(=O)C2CCCN(c3nnc(-n4cccc4)s3)C2)cc1 (configuration not stated)	0	18
CCc1nnc(NC(=O)CSc2nnc(-c3ccc(S(=O)(=O)N(CC)CC)cc3)n2CC)s1	22	24
O=c1cc(N2CCN(Cc3ccccc3)CC2)[nH]c(=O)n1Cc1ccc(F)cc1	35	13
O=C(CSc1n[nH]c(-c2ccncc2)n1)NC1CCS(=O)(=O)C1 (configuration not stated)	-73	31
COc1ccccc1OC(=O)c1cc(Cl)nc2ccccc12	-22	43
CC1CN(C(=O)C2CCCCC2)C(C)CN1C(=O)C1CCCCC1 (configuration not stated)	13	15
COCCCNc1nc(-c2ccncc2)nc2ccccc12	54	16
CN(CCO)c1c2c(nc3cc(-c4cccc(F)c4)nn13)CCCC2	-47	62
OC1CN=C2C=CC=CN2C1 (configuration not stated)	-32	48
O=C(O)CCc1nc2cccnc2n1Cc1ccccc1	-45	58
Cc1ccc(Cn2nnc3c(=O)n(Cc4cc(C)ccc4C)cnc32)cc1	9	18
CCn1ncc(CNC(=O)CCSc2nc(-c3ccco3)cc(C(F)(F)F)n2)c1C	-53	27
O=C(CN1CCc2[nH]c3ccccc3c2C1)N1CCCCC1	38	26
COc1ccc(OC)c(C(c2nnnn2C2CCCC2)N2CCN(c3ccc(F)cc3)CC2)c1 (configuration not stated)	2	18
COc1ccc(CCC(=O)NCc2cn3ccsc3n2)cc1	27	14
COc1cccc(-n2c(C)nc3cc(C(=O)O)ccc32)c1	54	9.6
CCOC(=O)c1nnc2ccnn2c1N	11	18
O=C(Nc1cc2c(cc1Br)OCCO2)c1ccco1	-46	29
O=C(O)C1CC=CCC1C(=O)Nc1cccc(Cl)c1 (configuration not stated)	-10	24
C/C(=N\NC(=O)c1ccc(C)cc1)C1C(=O)c2ccccc2C1=O	26	14
Nc1nc2nc(-c3ccc(OCc4ccccc4)cc3)cc(C(F)(F)F)n2n1	-16	27
COc1cccc(NC(=O)N2CCCC2C(=O)NC2CC2)c1 (configuration not stated)	-46	30
CN(CC(=O)Nn1cnnc1)S(=O)(=O)c1ccccc1	-29	42
C=C(C)CN1C(=O)c2ccccc2C1=O	-28	25

The results go on.
SMILES	Htt clearance	Htt clearance grain fraction
COC1=CC(=O)OC12CCCCC2	70*	10*
Cc1cc(C)c(NC(=O)NC(=O)c2cccc(F)c2)c(C)n1	13	30
Cc1ccc(C(=O)OCC(=O)Nc2ccccc2N2CCOCC2)cc1	-21	23
Cc1nn(C)c(C)c1NC(=O)c1ccc(Cl)cc1	9	21
Cc1cc(C)c2nc(C(F)(F)F)nc(N3CC(C)OC(C)C3)c2c1 (configuration not stated)	15	16
O=C(Nc1ccccc1Cl)c1c(F)c(F)c(F)c(F)c1F	50	9.8
Cc1cc(C)cc(N(CC(=O)Nc2c(C)n(C)n(-c3ccccc3)c2=O)S(C)(=O)=O)c1	14	34
Cc1cc(C(F)(F)F)nc(SCC(=O)NC2CC3CCC2C3)n1 (configuration not stated)	-33	23
CN1C(=O)CC(N2CCC(C(N)=O)(N3CCCCC3)CC2)C1=O (configuration not stated)	6	18
O=C(Nc1ccc(Cc2ccncc2)cc1)c1ccc(Br)o1	-26	23
CC(C)C(NC(=O)c1cccs1)c1nnc(SCC(=O)Nc2nccs2)n1C (configuration not stated)	-21	45
CCNc1ccc(Br)cc(C(=O)/C=C/c2ccc(Cl)cc2Cl)c1=O	-15	22
CCOC(=O)CSc1nnc(CSc2nc3ccccc3c(=O)[nH]2)n1-c1ccccc1	-38	27
CCN1CCN(C(=O)C(C)N(c2ccc(C)cc2)S(C)(=O)=O)CC1 (configuration not stated)	3	19
CCOc1ccc2[nH]c(=O)c(CN(Cc3ccco3)Cc3nnnn3Cc3ccccc3)cc2c1	5	37
O=S(=O)(NC1CCCCCC1)c1cccc2cccnc12	-6	36
CC(=O)c1cc2cc(O)ccc2o1	-3	39
CC1CCCCN1Cc1nc2c(c(=O)n(C)c(=O)n2C)n1CCCc1ccccc1 (configuration not stated)	27	13
CC1C(c2ccccc2)=[N+]([O-])C2(CCCC2)N1O (configuration not stated)	3	20
O=C(Nc1cccnc1)Nc1ccc(Br)cc1Cl	30	15
O=C(Cc1ccccc1)N1CCc2ccccc21	7	21
Cc1ccc(OCCCNCCO)c(Br)c1	-53	27
O=c1cc(C(F)(F)F)c2sc(N3CCCCC3)nc2[nH]1	-34	49
CCOc1ccc(C2CC(c3cccc(OC)c3)Nc3nc(N)nn32)cc1 (configuration not stated)	-92	59
CCn1c(=O)n(CC(=O)Nc2cc(OC)ccc2OC)c(=O)c2ccccc21	-10	21
CCOC(=O)CN(Cc1ccccc1)S(=O)(=O)c1ccc(NC(C)=O)cc1	9	31

Sorted by value in Htt clearance (smallest number first): some entries from above
SMILES	Htt clearance	Htt clearance grain fraction
CC1CCN(CC(O)COC2CCC(C(C)(C)C)CC2)CC1 (configuration not stated)	-45	30
CCc1ccccc1NC(=O)Cn1nnc(-c2cccs2)n1	-32	45
Cc1cc(O)c(C(C)C)cc1N=C1CSC(=O)N1	-22	41
COc1ccc(-n2c(SCCC#N)nnc2-c2cc(Cl)ccc2OC)cc1Cl	-16	36
Cc1cc(C)c(C#N)c(SCC(=O)Nc2ccc3c(c2)OCO3)n1	15	36
